Source: PubChem (National Center for Advancing Translational Sciences (NCATS))
Pf growth 48h: P. falciparum growth inhibition at 48 hours (one generation) | P. falciparum luciferase growth in erythrocytes, 48 h | Potency, µM (highest dose often 28.7 µM), without a hit: top-dose activity change, negative = inhibition, hits mostly inhibitors | hit rate 5.9% among 310,000 | AID 504832; also: potency is read from the fitted curve at half-maximal effect; % is scaled to controls: 0 for no effect and ±100 for the full control effect
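Growth was read as firefly luciferase luminescence after a 48 h, 37 C, 5% CO2 exposure of compounds to reporter-bearing P. falciparum cultures (0.1% parasitemia, 2% hematocrit final) in Albumax-supplemented RPMI 1640.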
Tb PYK inh: blocks Trypanosoma brucei pyruvate kinase; TbPYK enzyme, Kinase-Glo Plus ATP luminescence, 45 min; Potency, µM (series often up to 76.8 µM), inactives show at the highest dose activity, negative = inhibition, hits mostly inhibitors; hit rate 0.12% among 410,000; AID 624173; also: potency is read from the fitted curve at half-maximal effect; % is scaled to controls: 0 for no effect and ±100 for the full control effect; nearly all actives have a fitted effect of over 50% in size
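Assay buffer: 50 mM TEA pH 7.2, 100 mM KCl, 10 mM MgCl2, 0.05% BSA, 0.01% Tween-20. Pyruvate kinase from T. brucei plus substrate met compound, then ADP (130 uM final). Luminescence was read post 45 min RT.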
Shiga toxin inh: blocks Shiga toxin action in Vero cells | Vero cells, Shiga toxin protein synthesis inhibition reporter | inhibition, % at 38.7 µM | hit rate 9.2% among 290,000 | AID 2315; in the data active = inhibition mostly above about 28%, no sharp cut-off; inactive = mostly below about 43%; also: 0% is about no effect
HCV inh: HCV inhibition; Potency, µM (series often up to 41.8 µM), for the others: at the top dose activity change, negative = inhibition, usual class: inhibitors; Huh7.5.1 HCVcc-Cre infection, luciferase reporter, 44 h; AID 651820; hit rate 3.4% among 340,000; also: potency is read from the fitted curve at half-maximal effect; % is scaled to controls: 0 for no effect and ±100 for the full control effect
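Luciferase read-out (15 sec integration) after a 15 min room-temperature substrate step quantifies HCVcc-Cre infection. Cells, 1,000 per well, had compound added 4 h post-plating, then virus at ~0.5 moi, and were cultured 44 h.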
Pf growth 96h: P. falciparum growth inhibition at 96 hours; P. falciparum luciferase reporter growth, 96 h; AID 504834; hit rate 6.9% among 320,000; Potency, µM (doses to about 28.7 µM), for inactives: at the top dose activity change, negative = inhibition, actives largely listed as inhibitors; also: potency is read from the fitted curve at half-maximal effect; % is scaled to controls: 0 for no effect and ±100 for the full control effect
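Two-generation exposure (96 h) targets delayed-death phenotype. Reporter parasites carrying integrated firefly luciferase, in red cells at 2% hematocrit and 0.05% parasitemia final, kept at 37 C, 5% CO2; luminescence loss indicates inhibition.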
LmPK inhibitor: LmPK (Leishmania mexicana) enzyme inhibition; Q27686; purified LmPK, Kinase-Glo ATP luminescence, 1 h; Potency, µM (top dose mostly 57.5 µM), for the others: at the highest dose activity change, negative = inhibition, usual class: inhibitors; hit rate 0.37% among 290,000; AID 1721; also: potency is read from the fitted curve at half-maximal effect; % is scaled to controls: 0 for no effect and ±100 for the full control effect
Target sequence (Q27686 whole entry, looked up): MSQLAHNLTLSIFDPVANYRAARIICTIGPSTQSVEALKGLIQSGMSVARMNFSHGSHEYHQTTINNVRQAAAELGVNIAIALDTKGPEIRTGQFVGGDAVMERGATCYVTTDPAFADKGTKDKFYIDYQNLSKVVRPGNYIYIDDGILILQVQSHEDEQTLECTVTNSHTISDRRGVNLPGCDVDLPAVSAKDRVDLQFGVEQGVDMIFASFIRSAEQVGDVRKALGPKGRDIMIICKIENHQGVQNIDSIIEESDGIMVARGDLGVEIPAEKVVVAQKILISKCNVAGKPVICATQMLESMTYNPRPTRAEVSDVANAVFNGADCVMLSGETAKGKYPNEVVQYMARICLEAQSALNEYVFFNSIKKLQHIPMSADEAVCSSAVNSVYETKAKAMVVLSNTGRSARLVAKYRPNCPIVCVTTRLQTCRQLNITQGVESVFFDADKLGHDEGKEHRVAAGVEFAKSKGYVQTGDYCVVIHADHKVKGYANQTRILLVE
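0.1 nM LmPK, 0.5 mM PEP, 0.1 mM ADP; 50 mM imidazole pH 7.2, 7 mM MgCl2, 50 mM KCl; 1 h RT. Kinase-Glo luminescence readout, normalized to no-enzyme (full inhibition) and uninhibited wells.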
CHX counter: counter-screen hit for Shiga toxin inhibitors, cycloheximide | cell reporter, cycloheximide protein synthesis inhibition counterscreen | max response, % | hit rate 12% among 300,000 | AID 2314; in the data active = max response mostly above about 13%, no sharp cut-off; inactive = mostly below about 14%; also: read at 38.3 µM for the half of the compounds with a filed dose; 0% is about no effect
* hit, by the source's call; ? = inconclusive; nt = not tested or not shown; & = joins results of further samples; [ ] = remark or other dose. Unless noted, calls follow the shape of the dose curve; as a rule, active = well fitted curve in the direction sought with a large enough effect; inconclusive = small, poorly fitted or top-dose-only effect, or another doubt; inactive = no such curve, though single readings can be large; an effect the other way counts as inactive or inconclusive. Not a hit list, and some 24% of all compounds hit somewhere here.

compound	Pf growth 48h	Tb PYK inh	Shiga toxin inh	HCV inh	Pf growth 96h	LmPK inhibitor	CHX counter
Cc1nn(CCOc2ccc(Br)cc2)c(C)c1[N+](=O)[O-]	?	1%	0	-3%	13µM*	-2%	9
COC(=O)c1ccc(NC(=O)c2c(Br)cnn2C)cc1	19%[0.00184 µM]	?	26	10%	?	2%	-2
Cc1nn(C2CCS(=O)(=O)C2)c(C)c1C=O (stereo unspecified)	29%	-26%	-14	12%	20%	-1%	-3
Cc1cc(C)c2cc(CN(CCO)Cc3nnnn3Cc3ccccc3)c(=O)[nH]c2c1	2%	6%	-23	?	nt	2%	-4
Cc1nc(C)n(CCNS(=O)(=O)c2ccc(C)c(C)c2)n1	0%	3%	-3	12%	?	2%	-9
CCNS(=O)(=O)c1ccc(CCC(=O)N2CCN(c3cc(Cl)ccc3C)CC2)cc1	149%[activator]	-1%	-4	11µM*	?	5%	-2
COc1ccc(-c2ccnc(-c3ccc(O)cc3)n2)cc1	19%	1%	79	?	21%	8%	24*
Cc1cc(C)c(Nc2ncnc(N)n2)c(C)c1	?	5%	-7	-1%	11%	0%	-1
COCCCNC(=O)CCCn1c(=O)c2ccccc2n(Cc2cccc([N+](=O)[O-])c2)c1=O	4%	0%	4	-11%	?	-2%	-4
O=C(Cc1ncc(C(F)(F)F)cc1Cl)NNc1cccc(F)n1	0%	0%	-13	9%	3%	-1%	-6
COCCN(C(=O)c1ccccc1F)c1nnc(-c2ccc(OC)cc2)s1	-23%	3%	46*	-28%	?	-2%	32*
O=C(N/N=C/c1cccc([N+](=O)[O-])c1)c1cccc(Br)c1	40%[activator]	0%	24	-8%	1%	1%	22*
CCc1cc(/C(Cc2ccccn2)=N\Nc2ccccc2)c(O)cc1O	0%	-5%	28	-11%	?	5%	2
O=C(CCc1nnc(C2CCCCC2)o1)NCCCOc1cccnc1	7%	6%	-3	20%	?	8%	-2
O=C(c1ccccc1-c1nc(-c2ccc(F)cc2)no1)N1CCCC1	-21%	4%	-11	?	-22%	-4%	0
CC(=O)Nc1ccc(NC(=O)CCNS(=O)(=O)c2cccc3nsnc23)cc1	5%	-4%&3%	-11	10%	51%[activator]	13%	-1
O=C(C1CC(=O)N(C2CCCC2)C1)N1CCN(c2ccccc2F)CC1 (stereo unspecified)	nt	1%	-18	-3%	?	8%	-8
CC(NCC(=O)NC(=O)NC1CCCC1)c1ccc(Cl)cc1Cl (stereo unspecified)	?	-4%	nt	0%[8.37 µM]	?	nt	nt
O=C(O)C1C2C=CC(O2)C1C(=O)NCCc1cccc(Cl)c1 (stereo unspecified)	0%	0%	-7	0%	8%	3%	2
O=C1COc2ccc3ccccc3c2CN1	79%[activator]	3%	-9	21%	2%	-2%	-7
O=C1NC(c2ccccc2)=N/C1=C/c1ccco1	35%[activator]	-5%	72*	-16%	?	?	39*
C=CCc1cccc(CNc2nc3ccccc3n2CCC)c1O	12µM*	27%	-30	?	nt	3%	2
Cc1cc(OC(=O)c2ccccc2Br)cc(=O)n1C	2%	-6%	-14	-10%	0%	-1%	-4
Cc1nnc(SCc2cc(=O)[nH]c(N3CCN(C)CC3)n2)s1	-12%	-5%	-3	17%	-23%	1%	-2
CC(=O)Nc1ccc(S(=O)(=O)NC2(C(F)(F)F)C(=O)Nc3c2c(=O)[nH]c(=O)n3C)cc1 (stereo unspecified)	nt	3%	-3	15%	38%[activator]	-1%	-3
CC(=O)N(/N=C1\Sc2ccccc2C1=O)c1cccc(C)c1	?	-4%	142*	-9%	?	-4%	58*
CCOC(=O)C1=C(C)NC2=C(C(=O)C(C(=O)OC)C(C)C2)C1c1ccc(OC)c(O)c1 (stereo unspecified)	-4%	1%	-11	-1%	-45%	-1%	-2
CCCc1cc(=O)oc2c(C)c(OC(C)C(=O)NCCN3CCOCC3)ccc12 (stereo unspecified)	-10%	3%	-6	?	?	-1%	-4
CCN(CC)C(=O)CCSc1nnc(-c2ccco2)o1	123%[activator]	-2%	37	-3%	?	6%	30*
COC(=O)c1cc(-c2ccccc2)nc2nc(SC)[nH]c(=O)c12	nt	7%	1	11%	-2%	-4%	9
S=C(Nc1ccccn1)NC1CCCC1	-5%	-12%	-5	-9%	14%	3%	7
CC(CC=O)CCCC(C)(C)O (stereo unspecified)	1%	-10%	nt	nt	-6%	nt	nt
COc1cc(NC(=O)CCc2nnc3ccc(N4CCN(c5cccc(OC)c5)CC4)nn23)cc(OC)c1	2%	0%	-6	1%	3.3µM*	-8%	2
CCCn1c(=O)c2c(nc3n2CCN3Cc2ccco2)n(C)c1=O	-17%	-1%	15	-19%	6%	0%	1
COc1ccc(CC(=O)Nc2nc3n(n2)C(c2ccccc2)CC(=O)N3)cc1OC (stereo unspecified)	14%	-7%	-12	4%	25%	2%	-4
COc1ccc(C(=O)C(C)[n+]2ccc(C)c3ccccc32)cc1[N+](=O)[O-] (stereo unspecified)	?	-3%	-2	-21%	?	1%	-1
Nc1ccccc1C(=O)N1CCCC1	5%	1%	-9	6%	6%	0%	10
O=C(CN(Cc1ccc(Br)cc1)S(=O)(=O)c1ccccc1)NCC1CCCO1 (stereo unspecified)	?	2%	-16	-11%	17%	-8%	-2
C/C(=N/NC(=O)CNC(=O)c1cccs1)c1ccc(Cl)cc1	52%[activator]	3%	18	6%	-1%	8%	-2
CCOc1ccc(N2CC(NC(=O)c3ccc4ccccc4c3)CC2=O)cc1 (stereo unspecified)	20%	5%	nt	5%	-4%	nt	nt
CCCCCCCC(=O)N1CCN(c2cc3c(cc2F)c(=O)c(C(=O)O)cn3CC)CC1	?	3%	-5	8%	?	0%	-2
Cc1ccc2nc(/N=C(\N)NC(=O)N3c4ccccc4Sc4ccccc43)nc(C)c2c1	-18%	-11%	-8	?	354%[activator]	7%	-3
CC(C)(C)OC(=O)N[C@@H](/C=C/c1ccccc1)C(=O)OC(C)(C)C	?	3%	nt	-50%	?	nt	nt
CS(=O)(=O)N(Cc1ccccc1)c1ccccn1	0%	-8%	-1	-3%	-10%	2%	-4
Cc1ccc(/C=N/NC(=O)c2ccncc2)cc1	0%	1%	47	8%	-103%	-8%	22*
COc1cccc(-c2nnn(CC(=O)N3CCCCC3)n2)c1	76%[activator]	0%	41*	11%	?	-3%	21*
O=C(N/N=C/c1ccc(Br)s1)c1ccccc1[N+](=O)[O-]	6%	3%	13	-20%	2%	2%	7
CC(=O)Nc1ccc(S(=O)(=O)N2CCN(CC(O)COc3ccc4ccccc4c3)CC2)cc1 (stereo unspecified)	?	4%	-8	-5%	nt	-3%	6
CN=c1sc(C(=O)Nc2ccccc2)c(C)n1C	34%[activator]	-4%	-6	-21%	4%	-4%	2
CCCN(C(=O)C1CCN(S(=O)(=O)c2ccc(OC)c(OC)c2)CC1)C1CCS(=O)(=O)C1 (stereo unspecified)	?	4%	nt	8%	-3%	nt	nt
O=C(CN1c2cccc3cccc(c23)S1(=O)=O)Nc1ccccc1F	1%	2%	10	2%	?	3%	-3
CCOc1ccc(OCC(=O)NCc2n[nH]c(=O)c3ccccc23)cc1	10%	-8%	nt	10%	3%	nt	nt
Cc1cc(Cl)c(S(=O)(=O)NCc2ccccc2)cc1OCC(N)=O	nt	2%	3	18%	-28%	9%	-6
COc1ccc(S(=O)(=O)N2CCCCCC2)cc1C(=O)N(C)CC(=O)Nc1ccc(F)cc1	-4%	3%	nt	?	6%	nt	nt
Cc1ccc(NC(=O)CSC2=NN3CCCC(=O)N=C3S2)cc1Cl	?	0%	-5	?	?	3%	-1
CN(CCOc1ccccc1)CC(=O)Nc1ccc(Br)cc1F	46%[activator]	0%	-5	4%	56%[activator]	-2%	-2
O=C(N/N=C/c1ccccc1O)/C(=C/c1ccccc1)CCO	?	2%	52*	?	?	3%	17*
O=C(NNc1nc2ccccc2s1)c1ccccc1F	8%	-8%	59*	10%	-26%	1%	29*
CCc1ccc(OCc2cnc(Cl)s2)cc1	17%	2%	78	-3%	52%[activator]	-6%	28*
O=C(O)C1=C[C@H](c2cccs2)C[C@H](OCCCCO)O1	-6%	-1%	26	10%	40%[activator]	-2%	5

Profiles, looked up by structure.
Record of O=C(N/N=C/c1cccc([N+](=O)[O-])c1)c1cccc(Br)c1 = Pf growth 48h = 40%[activator]; Tb PYK inh = 0%; Shiga toxin inh = 24; HCV inh = -8%; Pf growth 96h = 1%; LmPK inhibitor = 1%; CHX counter = 22*
Record of Cc1cc(C)c2cc(CN(CCO)Cc3nnnn3Cc3ccccc3)c(=O)[nH]c2c1 = Pf growth 48h = 2%; Tb PYK inh = 6%; Shiga toxin inh = -23; HCV inh = ?; Pf growth 96h = nt; LmPK inhibitor = 2%; CHX counter = -4

More compounds:
compound	Pf growth 48h	Tb PYK inh	Shiga toxin inh	HCV inh	Pf growth 96h	LmPK inhibitor	CHX counter
O=C1NC(=O)N(CC2CCCO2)C(=O)/C1=C/c1cccs1 (stereo unspecified)	16%	?	-11	14%	44%[activator]	2%	6
COc1nc(SC)nc(Cl)c1Cc1ccc(OC(C)C)cc1	-16%	-2%	-2	-17%	1µM*	0%	8
Cc1cccc2cc(CN(CCCO)C(=O)Nc3cccc(Cl)c3)c(=O)[nH]c12	?	2%	3	1%	16%	1%	-3
O=C(CN1C(=O)c2ccccc2S1(=O)=O)N1CCc2ccccc21	?	-3%	-20	-1%	?	9%	-9
Cc1ccc2nsnc2c1NC(=O)c1cccc([N+](=O)[O-])c1	?	nt	-10	-10%	-8%	2%	7
O=C(COC(=O)c1cc(=O)[nH]c2ccccc12)NCc1cccc(Cl)c1	-24%	4%	nt	-8%	-22%	nt	nt
C=CCN1N=C(/C=C/c2ccc(OC)cc2)CCC1=O	16%	2%	115*	8%	22%	-5%	54*
CC/C=C/C(=O)N1CC2(CC(c3cccc(NC(=O)c4ccccc4)c3)=NO2)C[C@@H]1C(N)=O (stereo partly specified)	-1%	1%	-21	16%	?	2%	-4
CC(C)NC(=O)CSCc1c(Cl)cccc1Cl	nt	5%	14	9%	?	3%	28
CCOc1cc(/C=C2\CN(CC)C/C(=C\c3ccc(O)c(OCC)c3)C2=O)ccc1O	2.1µM*	-6%	3	4.5µM*	2.1µM*	3%	24*
O=S1(=O)N[C@H](c2ccccc2)C[C@H](c2ccc(C(F)(F)F)cc2)O1	34%[activator]	-2%	-6	4%	-23%	-2%	-2
COc1ccc(C(=O)N(NC(=O)Oc2ccccc2)C(C)(C)C)cc1	-8%	-9%	33	-10%	?	-1%	-3
O=C(Nc1ccc(F)cc1)Nc1ccccc1C(=O)NCCN1CCNC1=O	30%[activator]	3%	-1	5%	30%	-15%	-3
O=C(Cn1nc(Cc2cccnc2)c2ccccc2c1=O)NCc1ccc(F)cc1	nt	-2%	-6	-15%	20%	3%	-3
